Source: PubChem
DDE Tn7 FP inh: inhibitors of Tn7 peptide binding to fibrin DD(E), primary screen, biochemical, fluorescence polarization, human fibrin, Tn7 probe; FP displacement of FITC-Tn7 peptide from fibrin DD(E); 0% = median of compound wells per plate; inhibition, % at 8.3 µM; 0.13% of 370,000 active; AID 720508, 2013;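 active means inhibition above the mean of compounds falling within the control limits plus 3 SD of them, cut at about 14% in these data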;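 further: 0% = plate median of compound wells and 100% = 10 µM Aha-Tn7 peptide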
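Measure: % inhibition scaled between sample-field median and high-control FP; Test system: human fibrin DD(E); Quantity: 2 µM final DD(E) protein; Doses: one dose, 8.3 µM nominal; Schedule: compound with protein 10 min, then 3 h after probe, room temperature; Detection: fluorescence polarization; Medium: Tris buffer with calcium and detergent, pH 7.8.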
TDP2 inh: human TDP2 enzyme inhibitors, primary screen, biochemical, epi absorbance, recombinant enzyme; T5PNP hydrolysis, p-nitrophenol absorbance 415 nm; inhibition, % at 12.8 µM; 0.34% of 370,000 active;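 active means inhibition above the mean of all tested compounds plus 3 SD, set per campaign, cut at about 25% in these data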;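 further: 0% = DMSO with enzyme and 100% = buffer with substrate but no TDP2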
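Read-out basis: percent inhibition. System: recombinant human TDP2. Buffer or medium: Mg2+-containing Tris-HCl buffer, pH 7.5. Repeats: single replicate. Timing: reaction 2 h, 37 °C. Benchmarks: high control without enzyme, low control DMSO plus TDP2. Probe or stimulus: 5 mM T5PNP. Doses: 12.8 µM only. Measured by: epi absorbance of p-nitrophenol freed from T5PNP by hydrolysis.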
TCR-CD3 inh: inhibitors of human TCR-CD3 interaction, primary screen, biochemical, fluorescence, TAMRA-labeled TCR probe; 0.37% of 360,000 active; inhibition, % at 9.4 µM; AID 651800, 2012; T-cell receptor (TCR); in the data active means inhibition above about 19%;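 further: recombinant mutant TCR 2C K166C tagged with TAMRA read by polarization; 0% = receptor in buffer alone and 100% = receptor with positive control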
ABHD4 inh: ABHD4 inhibitors, primary screen, biochemical, fluorescence polarization, mouse; (Lyso)-N-acylphosphatidylethanolamine lipase (Mus musculus), Q8VD66; purified mABHD4, FP-Rh probe fluorescence polarization; inhibition, % at 8.92 µM; 0.54% of 370,000 active; AID 720543, 2013;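 active means inhibition exceeding the mean over every tested compound plus 3 SD, cut at about 30% in these data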;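 further: 0% = plate median of compound wells and 100% = S159A mutant with DMSO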
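Test system: mABHD4 protein; Read-out basis: % inhibition; Incubation: 45 min + 60 min at 25 °C; Repeats: single replicate; Technique: fluorescence polarization with parallel and perpendicular emission, 525/598 nm; Compound: 8.92 µM, single dose; Benchmarks: full inhibition S159A mutant plus DMSO, zero as sample-well median.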
LEDGF integ inh: blockers of LEDGF/p75-dependent integrase strand transfer – biochemical, TR-FRET, high throughput, primary screen; inhibition, % at 3.7 µM; HIV-1 integrase (with human LEDGF/p75); 0.64% of 370,000 active; TR-FRET IN-LEDGF/p75 DNA integration, Eu/Cy5;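 active means inhibition above the screen-wide mean plus 3 SD, cut at about 13% in these data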;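 further: signal is the Cy5 over europium emission ratio at 671 and 618 nm; 0% = plate median of compound wells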
PRMT1 FP inh: PRMT1 methyltransferase inhibitors, primary screen, biochemical, fluorescence polarization | recombinant PRMT1, activity-based probe fluorescence polarization | inhibition, % at 2.79 µM | Protein arginine N-methyltransferase 1 (Homo sapiens), Q99873 | 1.3% of 370,000 active;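 active means inhibition above about 21% made by adding two undisclosed values, limit read from the data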
Target sequence (Q99873 whole entry, looked up): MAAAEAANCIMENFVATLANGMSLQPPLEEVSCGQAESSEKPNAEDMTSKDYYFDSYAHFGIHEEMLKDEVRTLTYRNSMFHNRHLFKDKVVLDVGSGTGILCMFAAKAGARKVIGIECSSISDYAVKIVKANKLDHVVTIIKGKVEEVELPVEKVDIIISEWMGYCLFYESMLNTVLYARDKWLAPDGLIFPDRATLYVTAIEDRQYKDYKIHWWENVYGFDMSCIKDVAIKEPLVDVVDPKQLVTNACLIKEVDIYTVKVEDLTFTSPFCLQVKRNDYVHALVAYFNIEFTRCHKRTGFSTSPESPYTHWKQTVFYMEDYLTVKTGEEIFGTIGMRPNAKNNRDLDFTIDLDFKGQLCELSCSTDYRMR
UHRF1 binding: UHRF1 methylated DNA binding inhibitors, primary screen, counter-screen for MBD2 inhibitor project, biochemical, TR-FRET, human UHRF1, single concentration. inhibition, % at 4.4 µM. UHRF1 binding to methylated oligo. 0.75% of 370,000 active; in the data active means inhibition above about 21%;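 further: UHRF1 SRA domain binding a hemimethylated CpG hairpin DNA probe; 0% = median of test compound wells and 100% = reference inhibitor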
HTRA1 inh: HTRA1 serine protease inhibitors, primary screen, biochemical, fluorescence polarization, HTS | 0.5% of 340,000 active | inhibition, % at 5.96 µM | recombinant HTRA1, FP-rhodamine activity-based probe | AID 504803, 2011; in the data active means inhibition above about 36%;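 further: 0% = enzyme with DMSO and 100% = wells lacking enzyme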
Target sequence (Q92743 whole entry, looked up): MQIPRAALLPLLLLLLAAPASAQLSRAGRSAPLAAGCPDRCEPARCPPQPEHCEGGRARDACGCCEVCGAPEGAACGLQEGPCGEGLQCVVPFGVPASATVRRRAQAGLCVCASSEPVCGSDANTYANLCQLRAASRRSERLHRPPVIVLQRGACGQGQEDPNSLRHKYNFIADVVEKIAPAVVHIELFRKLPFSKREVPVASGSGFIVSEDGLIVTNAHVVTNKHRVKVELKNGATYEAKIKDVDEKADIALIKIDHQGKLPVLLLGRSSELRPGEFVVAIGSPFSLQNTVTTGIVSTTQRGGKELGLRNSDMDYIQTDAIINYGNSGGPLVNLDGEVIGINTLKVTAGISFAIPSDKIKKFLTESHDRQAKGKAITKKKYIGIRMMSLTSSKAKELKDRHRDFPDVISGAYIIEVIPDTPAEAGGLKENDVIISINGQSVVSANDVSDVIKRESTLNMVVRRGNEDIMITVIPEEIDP
PG9 binder: binders of HIV-1 gp120 antibody PG9, primary screen, biochemical, TR-FRET; HIV-1 gp120 / PG9 antibody interaction; TR-FRET gp120-PG9 antibody binding; inhibition, % at 6.7 µM; 0.43% of 360,000 active; in the data active means inhibition above about 8.5%
SIAE primary: human SIAE inhibitors, primary screen, biochemical, fluorescence polarization, FP-Rh probe, 1536-well HTS; SIAE FP-Rh probe binding; inhibition, % at 9.66 µM; Sialate O-acetylesterase (Homo sapiens), Q9HAT2; 0.69% of 370,000 active; AID 1053197, 2014;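 active means inhibition above a cutoff: mean of compounds within the control limits plus 3 SD of those, cut at about 17% in these data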;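 further: 0% = plate median of compound wells and 100% = probe without SIAE protein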
Starred values were filed as active, the others as inactive; . = not tested or not shown. Outcome played no part in choosing rows. Share with any hit: about 4.2%.

SMILES	DDE Tn7 FP inh	TDP2 inh	TCR-CD3 inh	ABHD4 inh	LEDGF integ inh	PRMT1 FP inh	UHRF1 binding	HTRA1 inh	PG9 binder	SIAE primary
Cc1ccc(S(=O)(=O)N2CCN(Cc3ccccc3C(F)(F)F)CC2)cc1	6	-16	-10	-10	-4	5	2	-12	1.1	-3
COC(=O)[C@]12C[C@H](CC(=O)NCCCN3CCCC3=O)C(=O)N(Cc3cccc4ccccc34)C1=C[C@H](C(C)(C)C)O[C@@H]2C	-2	-3	.	-2	-2	8	1	.	.	-1
O=Cc1ccccc1Cl	-14	-8	3	5	2	2	0	.	0.1	-2
COc1ccc(C2CCCN2CC(O)COc2ccccc2C(C)C)cc1 (centres undefined)	-7	-16	-1	4	-1	-6	4	-18	-0.4	-5
CC(CC(=O)Nc1cccc(S(=O)(=O)N2CCCCC2)c1)c1ccccc1 (centres undefined)	-1	-8	5	-2	3	1	0	-10	-1.2	-9
COc1c(Cl)cnn(-c2cccc(C)c2)c1=O	1	18	-3	3	0	0	-1	4	0.8	3
O=C(OCC(=O)N1CCCCC1)c1n[nH]c(=O)c2ccccc12	-3	-8	-1	3	-1	-2	0	-6	-1.9	1
COCCn1cnc2c1c(=O)n(CC(=O)O)c(=O)n2Cc1ccccc1	0	17	0	1	-5	6	-1	-4	-1.9	5
N#Cc1ccc(-c2nnnn2-c2ccc3c(c2)OCO3)cc1	-2	-7	10	8	0	0	4	-1	0.2	4
COc1nnc(-c2ccc(N3CCOCC3)c(NC(=O)c3ccccc3)c2)c2ccccc12	1	-11	5	-9	0	-3	5	5	-0.5	-8
CN(C(=O)c1cc(-c2ccccc2)on1)C1CCCCC1	6	9	6	6	3	-3	0	-5	-0.4	2
CCCN(Cc1cc2ccc(C)cc2[nH]c1=O)C(=O)c1ccccn1	2	5	6	-1	0	0	1	1	-0.2	-4
COc1ccc(NC2=NCC(=O)N2c2ccccc2)c(OC)c1	-2	6	-2	-3	6	1	-2	3	-2.1	6
CCC(=O)N1N=C(c2ccc(NS(=O)(=O)CC)cc2)CC1c1ccc(C)cc1 (centres undefined)	-10	-6	3	-19	-1	-2	3	-11	-2.0	4
CCOc1ccc(/C=N/N2C(=O)C(CC(=O)Nc3ccc(F)cc3F)SC2=NC)cc1OC (centres undefined)	3	-6	-5	-10	-3	2	7	-4	-2.8	-12
CC1(C)CC(NC(=O)COc2ccc3c4c(c(=O)oc3c2)CCCC4)CC(C)(C)N1	0	13	1	5	1	-3	-6	3	-2.4	0
CCOc1ccc(NS(=O)(=O)c2ccc3c(c2)CCN3C(=O)C2CCC2)cc1	-4	12	9	-3	-1	1	-1	-1	-0.5	-2
CCOC(=O)c1c(C)oc2c1c(C=NCC1CCCO1)c(O)c1ccccc12 (centres undefined)	4	29*	-7	21	17*	18	9	8	2.8	8
COC(=O)CN(C)C(=O)c1ccccc1OC1CCN(S(C)(=O)=O)CC1	1	3	-4	-3	2	-1	-2	2	1.5	0
CCc1nc2ccc(C(=O)NCc3ccc4c(c3)OCO4)cn2c1N(C)Cc1ccc(OC)cc1	2	-7	-6	-12	8	-2	6	.	-0.9	3
O=C(/C=N/O)NCC1CCNCC1	0	-1	0	-6	4	-2	3	5	-1.2	6
O=c1c2ccccc2nnn1CSc1nnc(-c2cccnc2)n1-c1ccccc1F	3	9	-2	3	1	0	-3	-8	1.2	1
CCOc1ccc(N2C(=O)Nc3ccc(Br)cc3C2(O)C(=O)NCCCN(C)C)cc1 (centres undefined)	8	13	1	-4	0	-1	0	6	0.7	0
C[C@H]1[C@@H](OC(=O)NCc2ccccc2)CC[C@@]23CCCN2C(=O)CCC[C@@H]13	-1	-1	.	-1	3	-2	1	.	.	-1
Cc1cc(N2C(=O)c3ccc(C(=O)Nc4ccccc4O)cc3C2=O)no1	0	-5	-4	-2	-2	-2	-2	9	-0.6	5

Structural class, the entries above containing fluorine.
SMILES	DDE Tn7 FP inh	TDP2 inh	TCR-CD3 inh	ABHD4 inh	LEDGF integ inh	PRMT1 FP inh	UHRF1 binding	HTRA1 inh	PG9 binder	SIAE primary
Cc1ccc(S(=O)(=O)N2CCN(Cc3ccccc3C(F)(F)F)CC2)cc1	6	-16	-10	-10	-4	5	2	-12	1.1	-3
CCOc1ccc(/C=N/N2C(=O)C(CC(=O)Nc3ccc(F)cc3F)SC2=NC)cc1OC (centres undefined)	3	-6	-5	-10	-3	2	7	-4	-2.8	-12
O=c1c2ccccc2nnn1CSc1nnc(-c2cccnc2)n1-c1ccccc1F	3	9	-2	3	1	0	-3	-8	1.2	1

(further entries)
SMILES	DDE Tn7 FP inh	TDP2 inh	TCR-CD3 inh	ABHD4 inh	LEDGF integ inh	PRMT1 FP inh	UHRF1 binding	HTRA1 inh	PG9 binder	SIAE primary
Cc1ccccc1OCC1CN(CN2CCOCC2)C(=O)O1 (centres undefined)	0	-9	2	2	-3	1	-1	-5	-1.3	0
CCCCn1c(=O)c(CCC(=O)OCC(=O)Nc2cccc3ccccc23)nc2ccccc21	-1	-5	-7	5	3	0	5	-9	-2.6	0
O=C(NCc1nnc(SCC(=O)N2CCCC2)o1)c1c(F)cccc1Cl	-2	1	0	-2	2	-4	0	4	1.7	3
O=C(COC(=O)c1ccccc1C(=O)N1CCN(c2ccccc2)CC1)NCc1ccccc1	-2	-6	5	0	0	13	-3	-3	-1.6	-1
CCCCn1c(SCC(=O)N2CCC(C)CC2)nc2ccsc2c1=O	1	6	7	1	0	2	1	-9	-1.6	3
CCC(c1nnnn1C1CCCCC1)N(Cc1ccco1)Cc1cc2ccc(OC)cc2[nH]c1=O (centres undefined)	-7	-4	5	2	0	-2	-1	-4	-1.5	-2
CCOc1cccc(C2C(C(=O)c3ccc(C)o3)=C(O)C(=O)N2Cc2ccncc2)c1 (centres undefined)	-3	-13	-1	8	-4	2	-4	1	4.5	-1
Cc1ccc(S(=O)(=O)N2CCN(C(=O)COC(=O)CCOc3ccc(C(C)(C)C)cc3)CC2)cc1	-5	7	10	0	1	-1	-1	-5	-1.4	-1
COCc1ccccc1C1=CC(=O)C[C@H](c2ccc(OC)cc2)C1	6	5	4	4	-1	1	0	0	0.9	8
Nc1c(Cl)ncnc1N1CCOCC1	-2	7	-4	1	-3	-4	1	-2	-1.9	2
CCCOC(=O)C(C)n1cnc2sc(C)c(C)c2c1=O (centres undefined)	0	1	10	5	-2	-3	-6	-2	1.1	-1
CC1=C[C@@H](C)[C@@H](c2ccc(C(F)(F)F)cc2)OC1=O	-1	-3	-1	-7	0	3	2	6	2.6	10
Clc1cncc(Cl)c1N/N=C/c1ccncc1	9	-1	1	-8	3	0	-5	-5	2.5	0
COc1ccc(N2C(=O)c3ccccc3NC2c2ccccc2O)cc1 (centres undefined)	-3	-17	-9	-12	5	9	3	-15	0.8	-6
Clc1cccc(CN2CCC3CC2c2cc(N4CCCCC4)ccc23)c1 (centres undefined)	-2	4	-1	2	0	-2	10	5	0.5	1
COC(=O)C(N)CCCCN (centres undefined)	2	13	-6	3	-1	4	-4	-1	-0.4	11
COc1cccc(CNC(=O)[C@@H]2CCCN2C(=O)[C@H]2CCCCN2C(=O)c2ccc(Cl)cc2)c1	-2	3	-7	-2	-2	5	0	.	-2.5	3
CCOC(=O)N1CCC(NC(=O)C2CCCN(Cc3nc(-c4ccc(CC)cc4)oc3C)C2)CC1 (centres undefined)	2	0	3	-1	2	-3	2	-7	0.3	-1
Nc1ccn(CC(=O)NCc2ccccc2)c(=O)n1	3	-5	3	-2	-1	-2	-3	1	-1.3	-2
O=C(c1ccccc1)c1cc([N+](=O)[O-])ccc1N1CCCC1	-1	0	-4	1	2	3	3	-15	0.5	-4
O=C(NC12CC3CC(CC(C3)C1)C2)N1CCC(O)CC1	-1	5	1	-1	1	-3	-3	4	0.3	-4
COc1ccc(-c2ccc(CN3C(C(C)C)C(=O)N(Cc4cn(CC5CCCCC5)nn4)CCS3(=O)=O)cc2)cn1 (centres undefined)	8	-4	0	-1	-2	-4	-3	-11	-0.6	-7
O=C(CSc1nnnn1-c1ccccc1)NCC1(N2CCCCC2)CCCCC1	-1	1	-6	2	-2	-3	-1	-4	0.7	5
c1cncc(-c2ccc3ncnc(NCc4ccc5c(c4)OCO5)c3c2)c1	2	11	-6	-2	-1	1	2	-21	0.8	-7
Cc1cccc(Nc2c(F)c(F)c(F)c(F)c2C(=O)O)c1	6	-4	2	5	-5	5	2	10	-2.0	-4

Next part.
SMILES	DDE Tn7 FP inh	TDP2 inh	TCR-CD3 inh	ABHD4 inh	LEDGF integ inh	PRMT1 FP inh	UHRF1 binding	HTRA1 inh	PG9 binder	SIAE primary
C=CCC(C(=O)OC)(C(=O)OC)c1ccc([N+](=O)[O-])cc1[N+](=O)[O-]	-2	-14	3	3	-2	-2	0	-2	-0.4	7
COc1cc(O)c(C(CC(=O)N2CCN(c3ccccc3)CC2)c2ccc(N(C)C)cc2)c(OC)c1 (centres undefined)	5	-5	2	-13	2	5	4	0	-1.4	2
S=c1[nH]nc(-c2ccccc2Cl)n1CC1CCCO1 (centres undefined)	5	3	8	7	-2	-4	5	-6	1.3	-2
CCCCCn1nc(C(=O)OCc2nc(N)nc(Nc3ccccc3)n2)c2ccccc2c1=O	4	4	2	-20	-6	0	-1	-63	0.8	-23
CC(C)Nc1nc(-c2ccncc2)nc(-c2ccccc2)c1C#N	2	-5	4	3	-1	3	-1	-4	9.1*	-7
Cc1cccc(NC(=O)c2cc(=O)n(Cc3ccccc3)c(=O)[nH]2)c1	-7	-9	8	5	0	0	1	4	-2.2	1
O=C(NCCC(=O)N1CCN(C(=O)c2ccco2)CC1)c1ccccc1Cl	4	-8	7	0	0	-1	0	7	0.9	-13
Cc1ccc(C(=S)N2CCCCCC2)cc1	2	-2	5	3	4	8	0	-1	-1.3	-2
CC1(C(=O)NS(=O)(=O)c2ccc(Cl)cc2)CCN1C(=O)c1ccc(C2CCCCC2)cc1 (centres undefined)	4	-8	-2	-5	5	-6	0	.	-1.4	-5
Cc1ccc2c(cnn2C(=O)CCC(=O)NCc2cccc(Cl)c2)c1	-8	2	-4	9	-1	1	-4	-4	0.3	2
Cc1ccc(S(=O)(=O)N2CCOCC2)cc1C(=O)NC(C)CCc1ccccc1 (centres undefined)	8	2	-6	-4	-3	1	6	-5	-0.3	-4
